MCF10A rereplic: inducers of DNA re-replication in MCF 10A breast cells; MCF 10A DNA re-replication, Hoechst nuclear intensity, 48 h; Potency, µM (top dose mostly 46.1 µM), for inactives: top-dose activity, positive = re-replication, usual class: activators; 350,000 tested, 2.9% active; AID 624296; note: potency is the fitted concentration of half-maximal effect; % of control where 0% means no effect; nearly all actives have a fitted effect of over 50% in size
HT1080 IDH1KD tx: toxicity to HT-1080 IDH1 knockdown cells (counter line); HT-1080 IDH1 knockdown viability, ATP luminescence, 48 h; Potency, µM (top dose mostly 46.1 µM), without a hit: top-dose activity, negative = toxicity, actives largely listed as cytotoxic; 360,000 tested, 2% active;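 note: potency is the fitted concentration of half-maximal effect; 0% = DMSO wells and -100% = cell-free medium wells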
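Using the IDH1-knockdown HT-1080 line run in the same batch and compound series as the NT line, viability after 48 h at 37 °C was determined by CellTiter-Glo luminescence and expressed as % activity.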
HT1080-NT tox: kills 2HG-producing HT-1080-NT fibrosarcoma cells | HT-1080-NT fibrosarcoma viability, CellTiter-Glo ATP luminescence, 48 h | Potency, µM (top dose mostly 46.1 µM), for inactives: top-dose activity, negative = less viability, usual class: cytotoxic | 360,000 tested, 1.6% active | AID 686970;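 note: NT is the 2HG producing partner of a matched IDH1 knockdown line; potency is the fitted concentration of half-maximal effect; 0% = DMSO-treated cells and -100% = media-only wells without cells; nearly all actives have a fitted effect of over 55% in size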
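750 cells/well, RPMI + 5% FBS; 2 h settle, compound pin-transfer, 48 h at 37 degrees C. CellTiter-Glo 10 min RT, luminescence. Normalized to DMSO and media-only wells.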
WRN inhibitor: inhibitors of human WRN helicase. Q14191. WRN helicase unwinding, fluorescent forked duplex, kinetic. Potency, µM (doses to about 114 µM), for the others: at the highest dose activity change, negative = inhibition, most hits filed as inhibitors. 360,000 tested, 0.46% active. AID 651768; note: potency is the fitted concentration of half-maximal effect; % is set by controls: 0 for no effect and ±100 for the full control effect; nearly all actives have a fitted effect of over 55% in size
Target sequence (Q14191 whole entry, looked up): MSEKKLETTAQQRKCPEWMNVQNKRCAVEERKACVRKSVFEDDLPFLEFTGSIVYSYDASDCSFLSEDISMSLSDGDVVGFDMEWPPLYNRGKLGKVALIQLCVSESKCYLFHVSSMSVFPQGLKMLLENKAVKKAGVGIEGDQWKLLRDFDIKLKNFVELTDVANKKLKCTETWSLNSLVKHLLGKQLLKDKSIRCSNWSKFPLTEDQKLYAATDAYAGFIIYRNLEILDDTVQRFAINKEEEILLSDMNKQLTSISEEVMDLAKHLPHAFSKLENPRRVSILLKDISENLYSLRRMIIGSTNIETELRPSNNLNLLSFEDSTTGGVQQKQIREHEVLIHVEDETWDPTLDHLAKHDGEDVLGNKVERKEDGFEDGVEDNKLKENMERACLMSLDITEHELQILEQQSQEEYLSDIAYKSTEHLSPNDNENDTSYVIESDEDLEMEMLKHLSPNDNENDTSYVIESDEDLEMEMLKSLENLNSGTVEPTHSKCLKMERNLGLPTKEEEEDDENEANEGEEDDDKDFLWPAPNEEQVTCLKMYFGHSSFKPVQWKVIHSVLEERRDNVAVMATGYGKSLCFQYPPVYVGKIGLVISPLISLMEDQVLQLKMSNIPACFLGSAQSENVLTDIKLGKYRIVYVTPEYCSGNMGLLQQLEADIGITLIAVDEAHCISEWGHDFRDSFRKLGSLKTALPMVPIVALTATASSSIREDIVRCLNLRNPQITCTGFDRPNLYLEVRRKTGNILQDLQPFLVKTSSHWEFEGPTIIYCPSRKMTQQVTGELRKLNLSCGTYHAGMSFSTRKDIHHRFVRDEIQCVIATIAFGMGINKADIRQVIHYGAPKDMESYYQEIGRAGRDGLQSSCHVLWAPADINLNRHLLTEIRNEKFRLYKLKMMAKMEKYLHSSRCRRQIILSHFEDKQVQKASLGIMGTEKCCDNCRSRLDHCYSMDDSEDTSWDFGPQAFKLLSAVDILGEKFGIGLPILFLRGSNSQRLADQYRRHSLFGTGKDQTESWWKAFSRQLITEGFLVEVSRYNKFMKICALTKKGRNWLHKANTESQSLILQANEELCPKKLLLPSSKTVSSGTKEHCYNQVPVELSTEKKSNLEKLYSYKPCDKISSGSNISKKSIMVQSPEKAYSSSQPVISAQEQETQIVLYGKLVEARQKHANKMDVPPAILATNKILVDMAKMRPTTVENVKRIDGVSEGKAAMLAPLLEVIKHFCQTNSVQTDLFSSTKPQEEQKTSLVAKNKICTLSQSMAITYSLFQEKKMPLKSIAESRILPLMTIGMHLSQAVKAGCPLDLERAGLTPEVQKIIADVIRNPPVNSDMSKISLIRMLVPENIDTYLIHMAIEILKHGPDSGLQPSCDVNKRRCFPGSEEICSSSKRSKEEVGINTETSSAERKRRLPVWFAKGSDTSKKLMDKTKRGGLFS
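Primary qHTS, 1536-well format. 20 nM WRN + compound, 15 min RT; start with 100 nM forked fluorophore/quencher duplex, 2 mM ATP (final); kinetic read ex 525/em 598 nm.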
KB-3-1 cytotox: KB-3-1 parental cell cytotoxicity. KB-3-1 viability, CellTiter-Glo ATP luminescence, 72 h. Potency, µM (titrated, usually from 46.1 µM), inactives show at the top dose activity change, negative = cytotoxic, most hits filed as cytotoxic. 400,000 tested, 1.4% active; note: potency is the fitted concentration of half-maximal effect; % is set by controls: 0 for no effect and ±100 for the full control effect; nearly all actives have a fitted effect of over 60% in size
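Cytotoxicity in the drug-sensitive parental line KB-3-1 was scored as loss of CellTiter-Glo luminescence following 72 h incubation with compound. Values come from curve fitting of normalized concentration-response data.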
IL1B secr inh: inhibitors of inflammasome signaling (IL-1 beta secretion); THP-1 LPS/ATP IL-1B secretion, AlphaLISA, 16 h; stronger effect = lower value; activity change, % at 57.5 µM; 360,000 tested, 4.7% active; AID 743279; in the data active = activity change below about -50%; inconclusive = mostly about -30% to -49%; note: % is set by controls: 0 for no effect and ±100 for the full control effect
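Secreted IL-1B measured by AlphaLISA bead assay after 16 h compound exposure of THP-1 cells; compounds (final up to 57.5 uM) added 1 h before LPS (250 ng/mL) and ATP (1.25 mM) stimulation; lower signal means less secretion.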
ATXN2 expr inh: inhibitors of ATXN2 expression; Potency, µM (highest dose often 57 µM), inactives show top-dose activity change, negative = inhibition, hits mostly inhibitors; HEK-293 ATXN2-luciferase reporter, luminescence, 24 h; 360,000 tested, 0.72% active; AID 1745845; note: potency is the fitted concentration of half-maximal effect; % is set by controls: 0 for no effect and ±100 for the full control effect; nearly all actives have a fitted effect of over 55% in size
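ATXN2-luciferase reporter cells (luciferase flanked by upstream and downstream ATXN2 gene portions) were treated 24 h at 37 °C with compounds at up to 57 uM. SteadyGlo luminescence gave expression; GF-AFC fluorescence gave viability.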
SW480 rereplic: inducers of DNA re-replication in SW480 colon cancer cells | SW480 DNA re-replication, Hoechst DNA content imaging, 48 h | Potency, µM (top dose mostly 46.1 µM), inactives show at the highest dose re-replication activation, most hits filed as activators | 340,000 tested, 1.8% active | AID 624297; note: potency is the fitted concentration of half-maximal effect; % of control where 0% means no effect; nearly all actives have a fitted effect of over 55% in size
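Cells (250 per well) received 23 nL compound or DMSO by pin tool and were kept 48 hr at 37 C, 5% CO2. Nuclei were then stained with Hoechst for 40 min and scanned for DNA content.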
KB-V1 MDR tox: KB-V1 MDR subline cytotoxicity; Potency, µM (top dose mostly 46.1 µM), for the others: top-dose activity change, negative = cytotoxicity, hits mostly cytotoxic; 400,000 tested, 3.4% active; AID 1347076; KB-V1 MDR cells viability, CellTiter-Glo, 72 h; note: potency is the fitted concentration of half-maximal effect; % is set by controls: 0 for no effect and ±100 for the full control effect; nearly all actives have a fitted effect of over 60% in size
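Readout: CellTiter-Glo luminescence, 10 min after addition. Cells: KB-V1 MDR subline, 72 h at 37 degrees C with compound. Analysis: corrected, normalized data fitted to concentration-effect curves.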
Starred values were filed as active, the others as inactive; ? = inconclusive; . = not tested or not shown; & = joins results of further samples; [ ] = remark or other dose. Unless noted, calls come from the whole dose curve; as a rule, active = well fitted curve in the direction sought with a large enough effect; inconclusive = small, poorly fitted or top-dose-only effect, or another doubt; inactive = no such curve, though single readings can be large; an effect the other way counts as inactive or inconclusive.

SMILES | MCF10A rereplic | HT1080 IDH1KD tx | HT1080-NT tox | WRN inhibitor | KB-3-1 cytotox | IL1B secr inh | ATXN2 expr inh | SW480 rereplic | KB-V1 MDR tox
O=C(COC(=O)Cc1c(Cl)cccc1Cl)Nc1ccc2[nH]c(=O)[nH]c2c1 | -10% | -6% | -5% | -25% | ? | 16 | 3% | 3% | -20%
C=CCc1cccc2cc(C(=O)Nc3ccc(NC(C)=O)cc3)c(=O)oc12 | -7% | 0% | 15% | 8% | 9% | 5 | -18% | -8% | -9%
CCOc1ccccc1-n1c(SC(C)C(=O)NCC2CCCO2)nc2ccccc2c1=O (centres undefined) | -2% | 0% | -2% | 3% | -14% | -14 | -14% | -23% | ?
CCOC(=O)C/C(N)=N/NC(=O)c1ccc(Cl)cc1Cl | -36%[inhibitor] | 5% | -16% | -3% | 8% | 22 | -23% | ? | 3%
C#CCOCCOCCOCCNc1nc(N2CCN(C(=O)[C@H](CCC(=O)O)n3cc(C(N)CO)nn3)CC2)nc(N2CCN(C(=O)[C@H](Cc3cc4ccccc4[nH]3)n3cc(C(N)[C@H](C)CC)nn3)CC2)n1 (some centres undefined) | 0% | 6% | 2% | 11% | 8% | 20 | 6% | -11% | 26%
CC(=O)c1cc(F)c(N2CCN(C(=O)Cc3ccccc3)CC2)cc1C | 1% | -5% | -3% | 3% | -2% | -13 | 1% | -4% | ?
Cc1occc1C(=O)N/N=C/c1ccccn1 | 10% | -29% | ? | 3% | ? | 64 | -21% | 16% | -1%
COc1cccc(CN(C)CC(=O)Nc2c(C)cccc2C(C)C)c1 | -6% | -24% | -6% | 6% | ? | -29 | -27% | 0% | ?
CS/C(=C\C(=O)c1ccco1)Nc1ccccc1Cl | 3% | 0% | -18% | -14% | 11% | -19 | 28% | -83%[inhibitor] | -4%
CC1CCCN(c2ccc(/C=C(\C#N)c3nn(-c4ccccc4)c(N)c3C#N)cc2[N+](=O)[O-])C1 (centres undefined) | -6% | -6% | -2% | 3% | -1% | ? | 1% | -3% | 0%
CCOc1ccc(NC(=O)CCc2nnc3ccc(N4CCC5(CC4)OCCO5)nn23)cc1 | -2% | 12% | 6% | 5% | 24% | 22 | 5% | -14% | -2%
O=C(CN(C(=O)CCC(=O)Nc1nccs1)c1ccc2c(c1)OCO2)NCC1CCCO1 (centres undefined) | 0% | 1% | -6% | -12% | -5% | -14 | -2% | 3% | 13%
CCCCOCCCNC(=O)CCCOc1ccccc1 | -12% | 19% | ? | 9% | 6% | 4 | 0% | -5% | 14%
Cc1ccc(-c2nnn(CC(=O)NC3CCCc4ccccc43)n2)cc1 (centres undefined) | 0% | 0% | -6% | -10% | -1% | 12 | 39% | -5% | 22%
Cc1cc(NC(=O)CSc2nc(=O)cc(N)n2-c2ccc(F)cc2)no1 | 0% | 3% | 7% | -29% | 3% | 0 | 3% | -9% | 2%
COC(=O)C1=C(C)NC(C)=C(C(=O)OC)C1c1cc2ccc(C)cc2[nH]c1=O | 11% | ? | -27% | 2% | ? | 18 | 8% | 0% | -4%
O=c1oc(-c2ccccc2NS(=O)(=O)c2ccccc2)nc2ccccc12 | 9% | -6% | -2% | -11% | -10% | 6 | -7% | -9% | 26%
Cc1ccc(OCC(=O)OCC(=O)Nc2sccc2C(N)=O)cc1C | -4% | 12% | 8% | ? | 1% | 5 | -9% | -2% | 20%
COCCCNC(=O)C(F)(F)C(F)(F)C(=O)NCCCOC | -1% | 3% | 13% | 1% | -1% | -5 | -10% | -5% | -2%
COC(=O)C1=C(C)N(Cc2ccccc2)C(=NCc2cccc(Cl)c2)N[C@H]1c1cccc(F)c1 | ? | ? | ? | -3% | ? | ? | ? | ? | 21µM*
COc1cc(/C=C2\S/C(=N/S(=O)(=O)c3ccccc3)NC2=O)c([N+](=O)[O-])cc1OC | ? | -13% | 5% | ? | 21% | 4 | 18% | -8% | 1%
COC(=O)c1nnn(CC(=O)Nc2ccc(C)c(F)c2)c1C(=O)OC | 2% | -5% | 14% | 2% | 5% | 7 | 3% | -7% | 12%
CC1(C(=O)NCc2ccccc2Br)CCN1Cc1c(F)cccc1F (centres undefined) | . | -18% | -13% | -3%[57.1 µM] | -2% | -21 | 0% | . | ?
Cc1cc(C(=O)N/N=C2\CCCC(=O)C2)c2ccccc2n1 | -5% | 27% | 9% | -22% | 5% | 20 | -2% | -2% | 7%
COCC(=O)Nc1cc(=O)n(C)c(=O)n1C | 4% | 4% | 2% | -3% | 4% | 0 | -1% | -7% | 5%
Cc1cc2cc(CNC(=O)C(C)Oc3ccccc3)ccc2n1C (centres undefined) | 9% | 12% | 0% | -3% | 2% | -8 | . | 7% | 1%
COCc1nnc(NC(=O)c2ccco2)s1 | -3% | 4% | 15% | 1% | 3% | 7 | 8% | 2% | 15%
Clc1ccc(C2Nc3cccc4cccc(c34)N2)cc1Cl | 14% | 0% | -4% | 5% | -4% | 9 | . | -23% | -3%
O=C(CCCOc1ccc(Cl)cc1Cl)Nc1ccc(O)cc1C(=O)O | -2% | -9% | 5% | -17% | 2% | 20 | 0% | -52%[inhibitor] | -1%
COC(=O)Cn1cnc2c(nnn2Cc2ccc(Cl)cc2)c1=O | 12% | 6% | 10% | -3% | 23% | -11 | 1% | -2% | 3%

Continued, overlapping the part above by three compounds.
SMILES | MCF10A rereplic | HT1080 IDH1KD tx | HT1080-NT tox | WRN inhibitor | KB-3-1 cytotox | IL1B secr inh | ATXN2 expr inh | SW480 rereplic | KB-V1 MDR tox
Clc1ccc(C2Nc3cccc4cccc(c34)N2)cc1Cl | 14% | 0% | -4% | 5% | -4% | 9 | . | -23% | -3%
O=C(CCCOc1ccc(Cl)cc1Cl)Nc1ccc(O)cc1C(=O)O | -2% | -9% | 5% | -17% | 2% | 20 | 0% | -52%[inhibitor] | -1%
COC(=O)Cn1cnc2c(nnn2Cc2ccc(Cl)cc2)c1=O | 12% | 6% | 10% | -3% | 23% | -11 | 1% | -2% | 3%
CC1CCCN(C(=O)COC(=O)c2ccc[nH]c2=O)C1 (centres undefined) | 2% | -2% | -2% | -5% | -12% | 16 | -19% | -2% | 6%
Oc1ccc2ccccc2c1CN1CCN(c2ccccc2F)CC1 | -8% | 7% | 1% | 8% | 5% | 13 | 3% | -2% | -5%
Cc1ccc(N2C(=O)CC(N3CCN(S(=O)(=O)c4ccccc4)CC3)C2=O)c(C)c1 (centres undefined) | 0% | 2% | 3% | -9% | . | 3 | 5% | 7% | .
COc1ccc(N2CC(C(=O)N[C@@H](C)C(=O)N[C@H](CO)c3ccccc3)CC2=O)cc1 (some centres undefined) | 0% | 2% | 4% | 6% | 9% | 24 | 1% | 7% | 7%
O=C(c1ccc(N2CCN(C3CC(=O)N(Cc4cccs4)C3=O)CC2)cc1)c1cccnc1 (centres undefined) | 0% | ? | -17% | 0% | -18% | -4 | -19% | -1% | -11%
O=C1NC2(CCCc3ccccc32)C(=O)N1Cc1nnc(-c2ccccc2Br)o1 (centres undefined) | 5% | -14% | -8% | -1% | -14% | 1 | 0% | -1% | -22%
CCOC(=O)c1cnc(SC)nc1Oc1cccc(NC(=O)c2ccc(Cl)cc2)c1 | 1% | 14% | 12% | -19% | -6% | 1 | -2% | -2% | -10%
CC(=O)OC(C(=O)N1CCN(c2ccccc2F)CC1)c1ccccc1 (centres undefined) | 5% | 13% | 7% | 2% | 23% | -9 | -1% | -5% | -3%
CC(Cc1cccs1)NC(=O)Nc1ccccc1 (centres undefined) | -11% | 1% | 10% | -1% | -12% | -12 | 10% | 3% | -3%
CC(=O)Nc1ccc(NC(=O)CSC2=NCCS2)cc1 | 5% | 20% | 10% | -1% | 11% | -1 | 1% | -47%[inhibitor] | 5%
C[C@@H]1CN([C@H](C)CO)C(=O)c2cc(NC(=O)Nc3ccc(C(F)(F)F)cc3)ccc2O[C@H]1CN(C)Cc1ccc(Cl)c(Cl)c1 | ? | ? | ? | -11% | ? | -80* | ? | 28% | ?
O=C(Nc1ccc(F)c([N+](=O)[O-])c1)c1cccs1 | 2% | -14% | 2% | -3% | 0% | -20 | 7% | -8% | 0%
Cc1c(OCC(=O)NCc2cccnc2)ccc2c3c(c(=O)oc12)CCCC3 | ? | ? | 11% | -1% | 16% | -27 | 1% | ? | 9%
Cc1ccc(-n2c(C)cc(C(=O)CN3CCCCC3)c2C)cc1 | ? | -11% | -10% | -18%[57.1 µM] | -13% | 0 | 14%[11.3 µM] | 13% | ?
O=C(Nc1cccc(F)c1)C1CCCN(S(=O)(=O)c2cccc3cccnc23)C1 (centres undefined) | 0% | 0% | -2% | 5% | ? | -28 | ? | 1% | -6%&3%
Cc1ccc2c(c1)nnn2C1CCN(CC(=O)N2CCN(c3ccc(F)cc3)CC2)CC1 | 17% | -5% | -6% | 1% | -17% | -5 | ? | -2% | 15%
CSc1ncc(Cl)c(C(=O)Nc2ccc(C)c(C)c2)n1 | -2% | -8% | -10% | -9%[57.1 µM] | -3% | 18 | -8% | ? | -2%
COc1ccc(Sc2nc(-c3ccccc3)ncc2OC)cc1 | 0% | 5% | -1% | 3% | 0% | -12 | -3% | -2% | 13%
O=C(c1cc(-c2ccc(O)cc2)on1)N1CCN(c2ccc(F)cc2)CC1 | -2% | -2% | ? | -5% | ? | -21 | -18% | -10% | 5%
CCCc1ccc(-c2csc(NC(=O)Cc3cccs3)n2)cc1 | -5% | -19% | -13% | -3% | -3% | 9 | -17% | -13% | -1%
COc1ccc(Cn2c(C)nc3oc4cc(OC)ccc4c(=O)c3c2=O)cc1 | 0% | 10% | -8% | -24% | 6% | 21 | 0% | -4% | -3%

Compound activity: PubChem, National Center for Advancing Translational Sciences (NCATS)
